# PfHsp90 set2 – growth inhibition of PfHsp90-expressing yeast, primary screen, antimalarial PfHsp90 inhibitor project, S. cerevisiae, BacTiter-Glo luminescence, single point, set 2. BacTiter-Glo ATP, 48 h; yeast lacking PDR1 and PDR3 efflux regulators. inhibition, % at 9.4 µM. 0.32% of 310,000 active;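 active means every replicate shows inhibition above about 80%, whatever the replicate mean, limit read from the data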;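 further: 0% = DMSO neutral controls and 100% = 20 µM radicicol positive controls; yeast relying on Plasmodium falciparum Hsp90 in place of its own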
# Tat export inh – E. coli Tat export inhibitors, primary screen, MC4100, TorA-mCherry reporter, fluorescence, single point. 0.036% of 340,000 active. inhibition, % at 10 µM;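 active means mean replicate inhibition at least 50% and at least half of replicates individually reaching 50%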;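 further: exported cargo escapes ClpAP degradation while cytoplasmic cargo is degraded and loses fluorescence; 0% = median of neutral control wells and 100% = median of NaSCN control wells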
# CAL PDZ inh – CAL PDZ peptide-binding inhibitors, primary screen, biochemical, fluorescence polarization, Cer-tagged CAL PDZ, HTS | Golgi-associated PDZ and coiled-coil motif-containing protein (Homo sapiens), Q9HD26 | purified CAL PDZ, TMR-peptide fluorescence polarization, 1 h | inhibition, % at 20 µM | 0.02% of 330,000 active;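 active means highest replicate inhibition of at least 40%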;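 further: plate controls were DMSO neutral control wells for no effect and unlabeled competitor peptide control wells for full effect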
#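 Read-out basis: mP drop reported as inhibition | Assay system: Tagged CAL PDZ protein CerCALP, purified | Benchmarks: Unlabelled peptide for full inhibition, DMSO wells as neutral | Schedule: 1 h incubation at room temperature before polarization reading | Buffer or medium: Sodium phosphate/NaCl buffer pH 7.4 with TCEP, IgG, Thesit | Doses: Single point, 20 µM | Measured by: Fluorescence polarization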
# Ecoli viability – E. coli V3065 growth inhibition, primary screen, counter-screen for AddAB inhibitor project, absorbance, OD600. 0.27% of 330,000 active. inhibition, % at 11.9 µM. 18 h;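 active means inhibition above the campaign's mean inhibition across all tested compounds plus 3 SD, cut at about 9.9% in these data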;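 further: uninfected addAB+ strain grown without phage in ampicillin broth; 0% = DMSO wells and 100% = ciprofloxacin 0.95 µg/ml wells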
# PvdQ acylase – P. aeruginosa PvdQ acylase inhibitors, primary screen, biochemical, fluorescence, plate reader and imaging, single point. PvdQ acylase [Pseudomonas aeruginosa LESB58]. purified PvdQ acylase. inhibition, % at 10 µM. 0.063% of 340,000 active. AID 488965, 2010; in the data active means inhibition above about 30%, passing the limit was not always enough;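 further: 0% = vehicle neutral wells and 100% = reference inhibitor wells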
# Rtt109 Vps75 – inhibitors of C. albicans Rtt109/Vps75 HAT, primary screen, biochemical, ThioGlo CoA-SH fluorescence, plate reader; Histone acetyltransferase RTT109 (Candida albicans (strain SC5314 / ATCC MYA-2876)), …; purified Rtt109/Vps75, 4 h; inhibition, % at 34.9 µM; 0.16% of 330,000 active; AID 540336, 2011;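 active means inhibition of at least 50% in every replicate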
# Target sequence (Q5AAJ8 whole entry, looked up): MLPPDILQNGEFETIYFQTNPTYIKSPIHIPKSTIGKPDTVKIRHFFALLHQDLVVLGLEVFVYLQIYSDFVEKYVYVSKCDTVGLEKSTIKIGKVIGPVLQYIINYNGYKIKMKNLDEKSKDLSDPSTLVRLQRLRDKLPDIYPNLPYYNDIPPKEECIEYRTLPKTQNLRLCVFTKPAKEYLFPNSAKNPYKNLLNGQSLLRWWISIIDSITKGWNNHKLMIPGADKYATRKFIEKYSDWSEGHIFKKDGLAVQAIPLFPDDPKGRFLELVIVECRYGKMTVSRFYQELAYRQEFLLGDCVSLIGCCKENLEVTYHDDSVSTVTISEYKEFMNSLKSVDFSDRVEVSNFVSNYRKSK
# DAGLB inh – DAGLB lipase inhibitors, primary screen, biochemical, fluorescence, HTS. inhibition, % at 5.17 µM. AID 504411, 2011. HEK293T DAGLB membrane lysate, EnzChek fluorogenic substrate. 0.059% of 340,000 active; in the data active means inhibition above about 34%;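 further: 0% = enzyme with vehicle and 100% = wells lacking enzyme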
# Target sequence (Q8NCG7 whole entry, looked up): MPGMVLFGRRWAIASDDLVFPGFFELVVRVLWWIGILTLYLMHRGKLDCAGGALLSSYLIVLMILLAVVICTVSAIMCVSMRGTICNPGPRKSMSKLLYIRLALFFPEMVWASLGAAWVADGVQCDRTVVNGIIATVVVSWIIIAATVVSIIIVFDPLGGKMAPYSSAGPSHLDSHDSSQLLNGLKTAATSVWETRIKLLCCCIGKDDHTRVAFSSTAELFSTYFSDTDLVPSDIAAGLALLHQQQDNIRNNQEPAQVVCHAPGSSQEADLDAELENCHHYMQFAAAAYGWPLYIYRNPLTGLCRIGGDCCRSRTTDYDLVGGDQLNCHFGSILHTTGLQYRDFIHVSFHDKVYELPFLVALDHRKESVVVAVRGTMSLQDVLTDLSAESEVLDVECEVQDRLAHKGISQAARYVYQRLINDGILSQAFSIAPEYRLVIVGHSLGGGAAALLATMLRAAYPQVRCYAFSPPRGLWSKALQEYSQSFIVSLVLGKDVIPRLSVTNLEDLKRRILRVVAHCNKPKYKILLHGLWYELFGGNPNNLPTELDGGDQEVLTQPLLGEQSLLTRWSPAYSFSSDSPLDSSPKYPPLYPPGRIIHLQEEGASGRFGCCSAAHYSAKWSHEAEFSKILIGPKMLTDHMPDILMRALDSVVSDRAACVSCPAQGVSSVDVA
# phage Ecoli inh – growth loss of phage-infected E. coli, primary screen, RecBCD inhibitor project, absorbance, with phage, HTS. inhibition, % at 11.9 µM. 0.26% of 360,000 active. AID 651602, 2012; in the data active means inhibition above about 11%
# Wnt act – Wnt/beta-catenin pathway activators, primary screen, cell-based, plate reader, single point; Wnt/beta-catenin reporter cell assay, activator; activation, % at 9.35 µM; 1.2% of 300,000 active; in the data active means activation above about 30%, passing the limit was not always enough;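 further: 0% = neutral control wells and 100% = positive control wells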
# AddAB inh – growth inhibition of E. coli expressing H. pylori AddAB, primary screen, AddAB inhibitor project, absorbance | inhibition, % at 11.9 µM | 0.29% of 330,000 active; in the data active means inhibition above about 12%;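 further: 0% = vehicle wells of infected cells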
# Numbers without * were called inactive; x = not tested or not shown; & = joins results of further samples.
# Second line of a record: PfHsp90 set2	CAL PDZ inh	Wnt act	Rtt109 Vps75	Tat export inh	PvdQ acylase	DAGLB inh	Ecoli viability	phage Ecoli inh	AddAB inh
1) O=S(=O)(Nc1nccs1)c1ccc(F)cc1
  -9.8	-0.2	-0.8	25.4	-8.4	13.7	1.5	3.0	4.7	-0.3
2) COCCN1C(=O)C(=O)/C(=C(/O)c2cccc(OC)c2)C1c1ccncc1 (stereo not drawn)
  -6.5	-1.4	-3.3	13.8	-1.6	5.9	-0.9	0.3	-0.9	1.4
3) Cc1cc(C)c2c(CCl)cc(=O)oc2c1
  x	x	-0.1	-0.5	1.1	-3.1	x	-1.0	1.0	-0.6
4) O=S(=O)(c1ccc(F)cc1F)N1CCCN(c2ccc(C(F)(F)F)cn2)CC1
  -23.4	-0.3	-3.2	12.1	10.9	5.7	x	0.1	-1.4	0.8
5) Cc1ccc(C)c(NC(=S)Nc2ccc(S(=O)(=O)Nc3ncccn3)cc2)c1
  -25.2	0.1	-3.9	-5.4	3.4	-11.6	1.9	7.2	6.2	7.8
6) CC(=O)Nc1ccc(SCC(=O)Nc2ccccc2-c2ccccc2)cc1
  5.4	1.3	0.0	1.5	12.6	-2.6	0.1	-0.3	1.0	1.7
7) COC(=O)c1[nH]c2ccc(Br)cc2c1NC(=O)CN1CCN(C2CCCCC2)CC1
  -53.6	0.3	-8.3	-3.2	5.2	0.4	-1.1	-2.7	2.3	1.1
8) CCCC12CN(C(=O)c3ccc([N+](=O)[O-])cc3)CC(C)(CN(C(=O)c3ccc([N+](=O)[O-])cc3)C1)C2=O
  x	x	-1.1	x	x	x	x	-3.4	-1.8	4.1
9) COc1ccc(NC(=O)c2ccc(Cn3cc(Cl)cn3)cc2)cc1
  -4.5	-0.4	-0.1	-12.4	5.3	6.1	2.2	1.5	3.0	4.1
10) O=C(Nc1cccc(C(=O)O)c1)/C(=C\c1ccccc1Cl)NC(=O)c1ccco1
  2.0	-2.9	12.7	33.4	-8.1	9.1	-2.0	0.2	-1.8	1.4
11) CC(C)(C)n1nnnc1C(c1ccc(C(F)(F)F)cc1)N(Cc1ccc(F)cc1)Cc1ccco1 (stereo not drawn)
  17.9	-1.1	x	0.0	-9.4	-11.9	-25.7	-0.2	-1.5	0.7
12) Cn1c(/C=N/c2nc3ccccc3[nH]2)nc2ccccc21
  -20.1	-2.9	x	-0.1	-1.9	4.1	0.3	-1.9	-5.2	-3.3
13) Cc1ccc(C(=O)N/C(=C/c2ccco2)C(=O)N2CCCCC2)cc1
  22.8	-0.6	-3.8	20.6	0.3	-13.6	0.8	1.4	-0.9	3.2
14) COc1ccc(CN2CCn3ncc(C(=O)Nc4ccc(Cl)cc4Cl)c3C2=O)cc1
  -13.1	-3.0	x	22.0	24.5	3.9	-0.4	0.0	-1.6	4.6
15) CCc1ccc(-c2nnn(Cc3nc4ccccc4s3)n2)cc1
  x	-0.6	x	-9.1	2.3	-3.9	-15.0	-0.8	1.4	6.8

# The closing 2 records of the part above come first, to join the parts:
# Second line of a record: PfHsp90 set2	CAL PDZ inh	Wnt act	Rtt109 Vps75	Tat export inh	PvdQ acylase	DAGLB inh	Ecoli viability	phage Ecoli inh	AddAB inh
14) COc1ccc(CN2CCn3ncc(C(=O)Nc4ccc(Cl)cc4Cl)c3C2=O)cc1
  -13.1	-3.0	x	22.0	24.5	3.9	-0.4	0.0	-1.6	4.6
15) CCc1ccc(-c2nnn(Cc3nc4ccccc4s3)n2)cc1
  x	-0.6	x	-9.1	2.3	-3.9	-15.0	-0.8	1.4	6.8
16) Cc1cc(C)c(/C=C(\C#N)C(N)=S)c(C)c1
  -72.3	-2.3	-0.4	0.2	-2.1	-10.0	4.6	-2.4	2.6	0.5
17) O=C(CCNC(=O)c1ccc([N+](=O)[O-])cc1)Nc1nccs1
  4.0	-3.1	-0.8	-6.4	-13.0	-7.9	-0.6	0.0	3.6	-0.5
18) COCCn1c(N)c(N(Cc2ccccc2)C(=O)Cc2c(Cl)cccc2Cl)c(=O)[nH]c1=O
  1.1	-0.7	-1.2	0.7	-2.3	-3.1	0.6	0.8	1.2	1.3
19) C/C(=N\N=C1\NC(=O)C(CC(=O)Nc2ccccc2F)S1)C1CCCCC1 (stereo not drawn)
  -3.3	-1.8	0.3	5.2	-0.8	-9.9	-2.0	-0.3	-2.4	3.4
20) COC(=O)c1[nH]c2cc(OC)ccc2c1NC(=O)CN1CCC(C(N)=O)CC1
  16.8	-1.2	-3.9	9.5	-2.8	-14.7	0.0	-2.0	0.3	-1.6
21) COc1ccc(C(=O)NCCNc2ccc([N+](=O)[O-])cn2)cc1
  -32.9	-1.5	0.7	0.9	7.2	-9.5	-1.1	-1.5	0.9	1.8
22) CCc1nn(C)c2c(=O)c(=O)c2n(C)[nH]1
  16.3	-0.1	0.8	7.4	0.9	-13.3	-1.6	4.1	2.5	2.2
23) Cc1cc(C(=O)O)ccc1-c1ccc(/C=C2\NC(=O)N(Cc3ccccc3Cl)C2=O)o1
  -5.4	x	x	-5.8	-3.7	-3.9	3.0	1.0	x	3.9
24) O=C(Nc1nncs1)c1cccc(S(=O)(=O)N2CCc3ccccc32)c1
  -19.4	-2.6	-2.1	0.9	-6.1	10.4	0.2	-1.6	0.5	2.4
25) O=C1CCCc2nc(N3CCN(C(c4ccccc4)c4ccccc4)CC3)ncc21
  8.0	-0.5	-3.2	9.9	9.3	-13.9	-1.5	1.9	2.0	0.8
26) c1ccc(COc2ccccc2CNC2CCCC2)cc1
  -5.1	-4.1	-3.3	-18.1	1.6	-1.0	-2.2	0.3	1.7	1.6
27) CCOc1ccccc1OCCCC(=O)Nc1cccc(-n2cnnn2)c1C
  -0.5	0.1	0.8	0.6	-4.9	-7.5	1.1	1.1	2.6	0.5
28) CCC(Sc1ncnc2c1nnn2-c1ccc(F)cc1)C(=O)OC (stereo not drawn)
  -16.0	-1.3	1.6	3.0	-1.7	0.3	-10.0	0.8	2.5	2.1
29) Cc1n[nH]c(C)c1S(=O)(=O)N1CCCC(C(=O)N2CCN(c3ccc(Cl)cc3)CC2)C1 (stereo not drawn)
  7.9	0.3	-9.8	11.4	2.3	-17.2	0.8	-3.4	-2.9	2.4
30) CC(=O)CSc1ncnc2sc3c(c12)CCCC3
  11.2	-0.1	-0.1	-5.8	-3.8	10.1	-2.2	0.2	1.1	2.4
31) Cc1ccc(-c2cc(C(=O)Nc3ccc(S(=O)(=O)Nc4nc(C)cc(C)n4)cc3)c3ccccc3n2)cc1
  6.8	0.4	x	2.9	1.8	-8.4	-0.6	-0.1	1.0	0.5
32) CCc1ccc(OCCCC(=O)Nc2ccc(N3CCCCC3)cc2)cc1
  10.8	-1.3	x	x	0.6	3.4	-1.6	-1.0	-0.2	1.4
33) CCCCCCSc1ccc(-c2nc3cc(C)ccn3c2NC2CCCCC2)cc1
  6.9	-1.0	-1.9&-3.0	2.0	-6.7	-12.5	-6.5	-0.2	2.4&1.8	1.6
34) COc1cc(C(=O)NCCCCc2ccccc2)cc(OC)c1OC
  8.0	-0.1	-0.7	5.1	-6.9	6.8	-3.4	0.2	4.5	1.0
35) Cc1ccc(S(=O)(=O)N2CCC(C(=O)N[C@H](C(=O)NC3CCS(=O)(=O)C3)C(C)C)CC2)cc1 (stereo partly drawn)
  6.0	0.7	x	3.1	1.8	-1.4	-0.9	-0.6	0.6	-1.3
36) Cc1ccc(S(=O)(=O)N2CCOCC2)cc1C(=O)OCC(=O)N(Cc1ccccc1)C(C)C
  -5.0	-1.5	1.9	5.3	4.0	-14.4	-0.5	-1.2	0.1	1.6
37) C=CCNC(=O)CN(c1ccc(OC)cc1OC)S(C)(=O)=O
  6.2	-0.2	-0.8	2.9	-5.6	-5.5	-1.5	0.5	1.9	0.4
38) COc1ccc(CNCCNC(=O)c2ccco2)c(OC)c1OC
  x	x	1.7	-11.6	-0.9	-14.4	5.8	1.3	2.5	1.3
39) CCN1C(=O)[C@H]2[C@@H](c3ccc(C)cc3)N3C(=O)N(c4ccc(OC)cc4)C(=O)[C@@]3(C)[C@H]2C1=O
  -1.7	0.1	-2.1	0.6	-1.1	-12.8	3.3	0.5	2.9	1.9
40) Cc1ccsc1/C=C(\C#N)C(=O)NCc1ccco1
  14.9	0.2	4.9	-7.3	-6.8	-7.0	-2.0	0.0	2.9	2.6
41) O=C(c1ccc(Cl)c(S(=O)(=O)N2CCCCC2)c1)N1CCN(Cc2ccccc2)CC1
  17.3	-0.5	-3.3	7.1	-4.8	4.3	-1.0	0.8	-0.2	-0.2
42) CCc1cccc(C)c1NC(=O)Cc1ccsc1
  16.2	-2.0	-1.6	9.7	-2.4	-7.3	-0.8	-1.4	-1.5	3.2
43) COc1ccc(OC)c(S(=O)(=O)N2CCc3ccccc32)c1
  0.0	-0.1	x	-2.9	-1.3	-19.3	-3.6	2.6	2.2	1.2
44) C=CCOC(=O)C1=C(C)Nc2nnnn2C1c1ccc(OC)cc1OC (stereo not drawn)
  x	-1.2	x	-0.1	-6.7	3.1	0.3	-0.7	0.2	1.5
45) CCN(CC)S(=O)(=O)c1ccc(Cl)c(C(=O)OCC(=O)c2c(N)n(C)c(=O)n(C)c2=O)c1
  -3.1	-2.1	-2.2	8.7	3.3	0.1	-0.9	-2.8	1.8	0.4
46) Cc1nc2cc(-c3ccccc3)nn2c(N)c1-c1ccccc1
  -9.5	0.7	5.6	-3.3	3.5	-9.1	-11.0	1.2	3.3	0.1
47) COCc1cc(CN2CCCC(C(=O)c3cccc(C(F)(F)F)c3)C2)ccc1OC (stereo not drawn)
  3.0	-2.4	3.5	x	2.0	-11.0	-3.6	0.8	5.3	-0.4
48) Cc1ccc(-c2cc(N)n(Cc3ccc(Cl)cc3)n2)cc1
  -9.4	-0.7	x	6.7	10.3	-9.7	-0.8	1.3	3.7	3.6
49) Cc1[nH]c(C)c(S(=O)(=O)N2CCN(c3cccc(Cl)c3)CC2)c1C(=O)N1CCCC1
  6.7	-4.5	1.9	1.0	-2.5	-3.5	4.0	-0.2	2.7	3.6
50) Nc1ccc2nc(C3CCCCC3)[nH]c2c1
  x	-2.7	-2.7	16.2	-1.8	-17.0	-0.6	2.6	4.1	7.3
51) CCC(=O)c1ccc(/C=C/c2nc3ccccc3n2C)o1
  20.9	-1.1	10.1	1.2	-2.0	-14.0	-1.4	0.6	0.5	2.9
52) C/C(CC(=O)Nc1cccc(Br)c1)=N\NC(=O)c1ccc(O)cc1O
  19.3	0.3	-3.8	-7.6	-0.3	-16.6	-3.7	0.3	0.9	-0.9
53) O=C(NCCCc1ccccc1)[C@@H]1Cc2ccccc2CN1
  -35.8	-0.4	0.1	7.6	-6.2	-15.8	-1.5	-1.0	0.4	-0.7
54) CN1C2CCC1/C(=C\c1ccc(F)cc1)C(=O)/C2=C/c1ccc(F)cc1
  17.1	-0.5	-2.4	1.7	-1.0	4.9	-4.1	0.8	3.0	4.8
55) Cc1ccc(Sc2ccc(NC(=O)c3ccc(S(C)(=O)=O)cc3Cl)cc2)cc1
  6.7	-2.5	-18.4	-0.8	-14.2	-19.0	-1.6	-0.7	-0.4	-0.6

# Source: PubChem BioAssay
